IDH1 mut inh = IDH1 R132H (human) inhibition | O75874 | IDH1 R132H reductase, diaphorase/resazurin fluorescence, 60 min | inhibition, % at 10 µM | 70,000 compounds, 0.18% hits; in the data active = inhibition above about 34%;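 also: 0% = DMSO and 100% = no enzyme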
Target sequence (O75874 whole entry R132H): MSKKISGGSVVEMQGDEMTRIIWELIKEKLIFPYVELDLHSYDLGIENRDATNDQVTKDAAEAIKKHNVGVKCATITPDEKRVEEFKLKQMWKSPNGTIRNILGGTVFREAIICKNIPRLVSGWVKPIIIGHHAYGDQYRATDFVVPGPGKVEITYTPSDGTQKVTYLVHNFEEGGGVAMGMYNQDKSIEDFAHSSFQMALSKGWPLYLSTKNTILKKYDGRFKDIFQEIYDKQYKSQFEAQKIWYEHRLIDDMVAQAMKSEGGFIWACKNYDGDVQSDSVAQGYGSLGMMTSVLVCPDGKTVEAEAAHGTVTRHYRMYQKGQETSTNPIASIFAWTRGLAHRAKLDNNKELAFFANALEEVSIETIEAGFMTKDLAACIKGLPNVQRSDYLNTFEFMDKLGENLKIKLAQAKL
PRC2 inh = inhibitors of human EZH2/PRC2 methyltransferase; Q15910; PRC2 H3K27 methylation, DELFIA TRF, 1 h; inhibition, % at 12.5 µM; 57,000 compounds, 0.35% hits; AID 651548;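 active = mean inhibition of replicates at least 50% and every single replicate also reaching 50%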;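 also: dimethyl H3K27 on biotinylated H3 21-44 peptide detected by antibody; plate controls were median neutral control wells for no effect and median positive control wells for full effect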
Starred values were filed as active, the others as inactive; nt = no result given. Only part of the results is shown; rates above refer to the full screens.

SMILES	PRC2 inh	IDH1 mut inh
C[C@@H]1CN([C@@H](C)CO)C(=O)CCCn2nncc2CO[C@H]1CN(C)Cc1ccc(O)cc1	-1	0.8
C[C@@H]1CN([C@@H](C)CO)C(=O)c2cc(Br)cnc2O[C@@H]1CN(C)C(=O)CN(C)C	9	5.3
CCCN1C[C@H](C)[C@H](OC)CN(C)C(=O)c2ccc(NC(=O)Nc3c(C)noc3C)cc2OC[C@H]1C	-4	-0.1
COc1ccc(NC(=O)Nc2ccc3c(c2)CC(=O)N([C@H](C)CO)C[C@H](C)[C@@H](CN(C)CC2CCCCC2)O3)cc1	-54	0.1
Cc1noc(C)c1S(=O)(=O)Nc1ccc2c(c1)C(=O)N([C@H](C)CO)C[C@H](C)[C@H](CN(C)Cc1ccc3c(c1)OCO3)OCCCC[C@H](C)O2	nt	-0.2
C[C@@H]1CN([C@@H](C)CO)C(=O)c2cccc(NC(=O)CCCCCC(=O)Nc3ccccc3N)c2O[C@@H]1CN(C)C	-12	-0.1
Cc1cc(C(=O)Nc2cccc3c2O[C@H](CN(C)Cc2ccc(Oc4ccccc4)cc2)[C@H](C)CN([C@@H](C)CO)C3=O)n(C)n1	-4	nt
CCCC#Cc1cnc2c(c1)C(=O)N([C@@H](C)CO)C[C@H](C)[C@H](CN(C)Cc1ccc3c(c1)OCO3)O2	-3	0.0
C[C@@H]1CN([C@H](C)CO)C(=O)c2cc(NC(=O)Nc3ccccc3)ccc2O[C@@H](C)CCCCO[C@H]1CN(C)C(=O)NC1CCCCC1	nt	-1.7
CCCC#Cc1ccc2c(c1)O[C@@H](CN(C)C(=O)C1CC1)[C@H](C)CN([C@@H](C)CO)S2(=O)=O	-13	5.9
C[C@@H]1CN([C@H](C)CO)C(=O)CCCn2nncc2CO[C@@H]1CN(C)S(=O)(=O)c1ccccc1C#N	nt	-0.1
C[C@H](CO)N1C[C@H](C)[C@H](CN(C)CC2CCCCC2)Oc2ccc(NC(=O)Cn3cnnn3)cc2CC1=O	-2	nt

SMILES	PRC2 inh	IDH1 mut inh
CCCNC(=O)C[C@H]1C[C@H]2c3cc(NC(=O)CC4CC4)ccc3O[C@H]2[C@H](CO)O1	-14	0.0
CO[C@H]1CN(C)C(=O)c2cc(NC(=O)Nc3cc(F)ccc3F)ccc2OC[C@@H](C)NC[C@@H]1C	-6	0.5
C[C@H]1CN([C@@H](C)CO)S(=O)(=O)c2ccc(-c3cccnc3)cc2O[C@@H]1CN(C)Cc1ccncc1	-1	23
C[C@H](CO)N1C[C@H](C)[C@@H](CN(C)C(=O)Nc2ccccc2)Oc2c(NS(=O)(=O)c3cn(C)cn3)cccc2C1=O	nt	1.5
CC(C)NC(=O)Nc1ccc2c(c1)C(=O)N([C@H](C)CO)C[C@H](C)[C@@H](CN(C)S(=O)(=O)c1ccccc1)OCCCC[C@@H](C)O2	nt	1.6
Cc1ccc([N+](=O)[O-])cc1N(CC(=O)Nc1ccc(Cl)cc1)S(C)(=O)=O	-5	0.5
COc1ccc(OC)c(NC(=O)c2c(NC(=O)c3ccccc3)sc3c2CCC(C)C3)c1 (stereo unspecified)	-29	0.3
C[C@H]1CN([C@@H](C)CO)C(=O)Cc2cc(NC(=O)CCC(F)(F)F)ccc2O[C@@H]1CN(C)C(=O)Nc1ccccc1	0	-3.4
C[C@H](CO)N1C[C@H](C)[C@@H](CN(C)C(=O)Nc2ccccc2)Oc2ccc(NC(=O)Nc3ccc(C(F)(F)F)cc3)cc2CC1=O	nt	1.7
C[C@H](CO)N1C[C@H](C)[C@H](CN(C)C(=O)c2cc(-c3ccccc3)on2)OCc2cnnn2CCCC1=O	-11	nt
C[C@H]1CN([C@@H](C)CO)C(=O)Cc2cc(NC(=O)C3CCCCC3)ccc2O[C@H]1CN(C)Cc1ccc(Cl)c(Cl)c1	nt	-0.1
C[C@@H]1CCCCO[C@H](CN(C)S(=O)(=O)c2ccc(F)cc2)[C@H](C)CN([C@@H](C)CO)C(=O)c2cc(NC(=O)NC3CCCCC3)ccc2O1	nt	0.7

SMILES	PRC2 inh	IDH1 mut inh
CCCNC(=O)Nc1ccc2c(c1)C(=O)N(C)C[C@H](OC)[C@@H](C)CN(C(=O)C1CCC1)[C@@H](C)CO2	-4	0.1
CO[C@H]1CN(C)C(=O)c2cc(NC(C)=O)ccc2OC[C@@H](C)N(C(=O)Cc2ccccn2)C[C@@H]1C	21	0.4
CSc1cccc(NC(=O)CN(c2ccc(F)c(Cl)c2)S(C)(=O)=O)c1	8	-0.2
Cc1noc(C)c1NC(=O)N(C)C[C@@H]1Oc2ccc(NC(=O)Nc3ccccc3)cc2C(=O)N([C@@H](C)CO)C[C@@H]1C	nt	-0.1
COc1ccc(NC(=O)N(C)C[C@@H]2Oc3ccc(N(C)C)cc3CC(=O)N([C@H](C)CO)C[C@H]2C)cc1	14	0.2
COc1ccccc1C(=O)CC(=O)C(=O)Nc1sc2c(c1C#N)CCC2	-4	0.3
CCCN(C)C[C@H]1Oc2cc(C#Cc3cccnc3)ccc2S(=O)(=O)N([C@H](C)CO)C[C@@H]1C	-4	-0.1
C[C@@H]1CN([C@@H](C)CO)C(=O)c2cc(NC(=O)NC3CCCCC3)ccc2O[C@H]1CN(C)Cc1ccccc1	-1	-0.4
C[C@@H]1CN([C@@H](C)CO)C(=O)c2cc(N(C)C)ccc2O[C@H]1CN(C)CC1CCCCC1	4	2.0
O=C1O[C@H](c2ccccc2)[C@H](c2ccccc2)N2[C@H]1[C@@H](C(=O)NC[C@H](O)c1ccccc1)[C@]1(C(=O)Nc3ccccc31)[C@H]2c1ccc(OCCO)cc1	-24	nt
O=C(C[C@H]1C=C[C@@H](NC(=O)c2cccc(F)c2)[C@@H](CO)O1)NCc1ccccc1	0	0.0
Cc1cc(NC(=O)c2nn3c(C(F)(F)F)cc(-c4ccccc4)nc3c2Cl)nn1CC(=O)N1CCOCC1	-6	0.0

Nine structures out of the list, ordered by SMILES length, falling:
SMILES	PRC2 inh	IDH1 mut inh
Cc1noc(C)c1S(=O)(=O)Nc1ccc2c(c1)C(=O)N([C@H](C)CO)C[C@H](C)[C@H](CN(C)Cc1ccc3c(c1)OCO3)OCCCC[C@H](C)O2	nt	-0.2
Cc1cc(C(=O)Nc2cccc3c2O[C@H](CN(C)Cc2ccc(Oc4ccccc4)cc2)[C@H](C)CN([C@@H](C)CO)C3=O)n(C)n1	-4	nt
C[C@H](CO)N1C[C@H](C)[C@@H](CN(C)C(=O)Nc2ccccc2)Oc2c(NS(=O)(=O)c3cn(C)cn3)cccc2C1=O	nt	1.5
C[C@H]1CN([C@@H](C)CO)C(=O)Cc2cc(NC(=O)C3CCCCC3)ccc2O[C@H]1CN(C)Cc1ccc(Cl)c(Cl)c1	nt	-0.1
CCCNC(=O)Nc1ccc2c(c1)C(=O)N(C)C[C@H](OC)[C@@H](C)CN(C(=O)C1CCC1)[C@@H](C)CO2	-4	0.1
COc1ccc(NC(=O)N(C)C[C@@H]2Oc3ccc(N(C)C)cc3CC(=O)N([C@H](C)CO)C[C@H]2C)cc1	14	0.2
C[C@H]1CN([C@@H](C)CO)S(=O)(=O)c2ccc(-c3cccnc3)cc2O[C@@H]1CN(C)Cc1ccncc1	-1	23
CCCN1C[C@H](C)[C@H](OC)CN(C)C(=O)c2ccc(NC(=O)Nc3c(C)noc3C)cc2OC[C@H]1C	-4	-0.1
C[C@@H]1CN([C@@H](C)CO)C(=O)CCCn2nncc2CO[C@H]1CN(C)Cc1ccc(O)cc1	-1	0.8

New compounds follow
SMILES	PRC2 inh	IDH1 mut inh
C[C@H]1CN([C@@H](C)CO)S(=O)(=O)c2ccc(-c3ccccc3)cc2O[C@@H]1CN(C)S(=O)(=O)c1ccccc1F	nt	0.4
C[C@H](CO)N1C[C@H](C)[C@@H](CN(C)Cc2ccc(Cl)c(Cl)c2)OCCCC[C@H](C)Oc2ccc(NC(=O)C3CCCCC3)cc2C1=O	nt	1.2
CCC(=O)N[C@@H]1C=C[C@H](CC(=O)NCc2ccccc2OC)O[C@@H]1CO	4	0.5
COCCOC(=O)N1C(=O)[C@@]2(c3cc(C#Cc4ccc(OC)cc4)ccc31)[C@H](C(=O)NC[C@H](O)c1ccccc1)[C@H]1C(=O)O[C@H](c3ccccc3)[C@H](c3ccccc3)N1[C@@H]2c1ccc(O)cc1	-20	0.2
O=C(N[C@H]1CC[C@H](CC(=O)N2CCCCC2)O[C@H]1CO)c1ccc2c(c1)OCO2	2	0.0
CO[C@H](CN(C)Cc1cc(F)ccc1F)[C@@H](C)CN(C(=O)Nc1ccc(F)cc1)[C@H](C)CO	-7	0.2
COc1ccc(Cl)cc1NC(=O)CCCN1C(=O)c2ccccc2C1=O	17	0.1
C[C@H]1CN([C@@H](C)CO)C(=O)Cc2cc(NS(=O)(=O)c3ccc(F)cc3)ccc2O[C@@H]1CN(C)Cc1ccc2c(c1)OCO2	-2	0.0
CC(C)CC#Cc1cnc2c(c1)C(=O)N([C@H](C)CO)C[C@H](C)[C@H](CN(C)C(=O)C1CCOCC1)O2	-1	2.4
COc1ccc(S(=O)(=O)N(C)C[C@H]2Oc3ccc(NS(=O)(=O)c4ccc(C)cc4)cc3C(=O)N([C@H](C)CO)C[C@H]2C)cc1	nt	0.1
C[C@@H]1CN([C@@H](C)CO)C(=O)Cc2cc(N(C)C)ccc2O[C@@H]1CN(C)Cc1ccc2c(c1)OCO2	-4	-1.6
CCOC(=O)c1c(NC(=O)C(C)n2nc(C)c([N+](=O)[O-])c2C)sc(C)c1C (stereo unspecified)	7	0.1

SMILES	PRC2 inh	IDH1 mut inh
O=C(C[C@@H]1CC[C@H](NC(=O)c2ccncc2)[C@@H](CO)O1)NCCc1ccncc1	2	0.1
CN(C)C(=O)C[C@@H]1C=C[C@@H](NS(=O)(=O)c2ccccc2)[C@H](CO)O1	-7	0.1
O=C(CCN1C(=O)c2ccccc2S1(=O)=O)NCc1ccco1	5	0.3
C[C@@H]1CCCCO[C@@H](CN(C)Cc2ccc(Cl)c(Cl)c2)[C@@H](C)CN([C@H](C)CO)C(=O)c2cc(NC(=O)Nc3ccc4c(c3)OCO4)ccc2O1	nt	0.3
O=C(C[C@H]1C[C@@H]2c3cc(NS(=O)(=O)c4ccc(F)cc4)ccc3O[C@@H]2[C@H](CO)O1)NCC1CC1	0	-0.1
COCC(=O)N(C)C[C@@H]1Oc2ncc(-c3ccccc3OC)cc2C(=O)N([C@H](C)CO)C[C@H]1C	-2	3.1
C[C@@H]1CCCCO[C@@H](CN(C)S(=O)(=O)c2ccc(F)cc2)[C@H](C)CN([C@@H](C)CO)C(=O)c2cc(NC(=O)CCC(F)(F)F)ccc2O1	nt	-0.3
CNC[C@@H]1OCCCC[C@@H](C)Oc2ccc(NC(=O)Nc3ccc(C(F)(F)F)cc3)cc2C(=O)N([C@@H](C)CO)C[C@@H]1C	-7	3.4
C/C=C/c1cnc2c(c1)C(=O)N([C@@H](C)CO)C[C@H](C)[C@H](CN(C)C(=O)Cc1ccccc1)O2	11	0.6
COc1ccc(OC)c(NC(=O)CC2Sc3ccccc3NC2=O)c1 (stereo unspecified)	-3	0.3
C[C@@H]1CCCCO[C@@H](CN(C)Cc2ccccc2)[C@@H](C)CN([C@@H](C)CO)C(=O)c2cc(NC(=O)Nc3cccc4ccccc34)ccc2O1	nt	2.4
C[C@H](CO)N1C[C@H](C)[C@H](CN(C)S(C)(=O)=O)Oc2cc(-c3ccccc3F)ccc2S1(=O)=O	-2	-1.6

SMILES	PRC2 inh	IDH1 mut inh
C[C@@H]1CCCCO[C@@H](CN(C)C(=O)Cc2ccccc2)[C@H](C)CN([C@H](C)CO)C(=O)c2cc(N(C)C)ccc2O1	-10	nt
COCC#Cc1ccc2c(c1)O[C@H](CN(C)C(=O)Nc1ccccc1F)[C@H](C)CN([C@@H](C)CO)S2(=O)=O	-15	nt
CC(C)NC(=O)Nc1cccc2c1O[C@H](CN(C)S(=O)(=O)c1ccc(Cl)cc1)[C@@H](C)CN([C@H](C)CO)C2=O	nt	0.1
O=C(NCc1ccco1)C1CC(c2ccccc2Cl)=NO1 (stereo unspecified)	nt	-0.1
C[C@H]1CN([C@@H](C)CO)C(=O)c2cc(C#CC3(O)CCCC3)cnc2O[C@@H]1CN(C)C(=O)C1CCCCC1	-4	-2.0
Cc1ccc(NC(=O)CSc2nccc(C)n2)cc1	-8	0.3
COc1cccc(NC(=O)N[C@@H]2CC[C@H](CC(=O)Nc3ccc(-c4ccccc4)cc3)O[C@@H]2CO)c1	-3	-0.2
O=C(NCC[C@@H]1CC[C@@H](NC(=O)c2cnccn2)[C@@H](CO)O1)c1ccc2c(c1)OCO2	2	0.1
C[C@H]1CN([C@@H](C)CO)C(=O)c2cc(Br)cnc2O[C@H]1CN(C)C(=O)Cc1ccccn1	3	nt
CCC(=O)N(C)C[C@@H]1Oc2cc(Br)ccc2S(=O)(=O)N([C@@H](C)CO)C[C@H]1C	-4	0.6
C[C@@H]1CN([C@@H](C)CO)C(=O)c2cc(NC(=O)c3ccncc3)ccc2O[C@@H](C)CCCCO[C@@H]1CN(C)C(=O)c1ccncc1	nt	2.5
CN(C)CC(=O)N[C@@H]1C=C[C@H](CC(=O)NCCN2CCCCC2)O[C@@H]1CO	-3	0.2

SMILES	PRC2 inh	IDH1 mut inh
C[C@H](CO)N1C[C@H](C)[C@H](CN(C)C(=O)NC2CCCCC2)OCc2ccccc2-c2c(n(C)c3ccccc23)C1=O	5	1.9
C[C@@H]1CN([C@H](C)CO)S(=O)(=O)c2ccc(C3=CCCC3)cc2O[C@@H]1CN(C)Cc1cccnc1	nt	-0.1
C[C@H](CO)N1C[C@H](C)[C@H](CN(C)C)Oc2ncc(-c3cccc(C(F)(F)F)c3)cc2C1=O	-9	0.8
O=C(N[C@@H]1CC[C@H](CC(=O)N2CCOCC2)O[C@@H]1CO)c1cccc(F)c1	0	-0.3
COCCNC(=O)C[C@@H]1C[C@@H]2c3cc(NS(C)(=O)=O)ccc3O[C@@H]2[C@@H](CO)O1	0	0.5

High-throughput results (PubChem BioAssay)
